AmpC det inh – inhibitors of E. coli AmpC beta-lactamase with detergent | P00811 | purified AmpC, nitrocefin hydrolysis with detergent | Potency, µM (doses to about 28.7 µM), without a hit: at the highest dose activity change, negative = inhibition | actives 0.09% (n = 71,000); active means well fitted curve in the direction sought with a large enough effect
Target sequence (P00811 whole entry, looked up): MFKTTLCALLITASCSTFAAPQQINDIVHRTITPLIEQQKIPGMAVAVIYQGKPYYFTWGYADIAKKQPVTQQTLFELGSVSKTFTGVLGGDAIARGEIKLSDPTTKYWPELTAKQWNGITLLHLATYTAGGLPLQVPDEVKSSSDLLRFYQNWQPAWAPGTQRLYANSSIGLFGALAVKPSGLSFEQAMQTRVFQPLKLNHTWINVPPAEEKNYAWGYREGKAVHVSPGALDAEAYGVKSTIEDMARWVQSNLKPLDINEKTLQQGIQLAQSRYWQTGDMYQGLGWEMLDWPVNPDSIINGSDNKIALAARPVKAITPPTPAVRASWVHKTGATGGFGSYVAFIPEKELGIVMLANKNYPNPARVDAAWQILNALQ
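E. coli AmpC (5.3 nM) in 20 mM phosphate pH 7.0 with 0.01% Triton X-100, preincubated 15 min RT with compound; nitrocefin (2 uL of 800 uM stock) hydrolysis followed by 480 nm absorbance every 20 s over 4 min.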
Active calls of the source: *. On the % scale 0 is the no-effect control and ±100 the full control effect; potency means the concentration at half of the fitted maximal effect. The list is partial; count on the stated rates, not on these rows.

`CC(C)CCOc1ccc(C(=O)NCCC(=O)N2CCOCC2)cc1` gave AmpC det inh 0%.
For CCC(=O)N1CCN(c2ccccc2NC(=O)COc2cc(C)ccc2C(C)C)CC1 the results were AmpC det inh -3%.
For Clc1cc(Cl)c(OCc2nc(-c3ccccn3)no2)cc1Cl the results were AmpC det inh -3%.
S=c1[nH]nc(-c2ccccc2)n1C1C=CCCC1 (configuration not stated) was read as AmpC det inh 9%.
For COC(=O)c1cc(=O)n(Cc2cccs2)c(=NCc2cccs2)s1 the results were AmpC det inh -4%.
For COCCCN(C(=O)c1ccco1)c1nc(-c2cc(OC)ccc2OC)cs1 the results were AmpC det inh -4%.
Screening O=C(O)CCC(=O)Nc1nc(-c2ccccc2)cs1 returned AmpC det inh 14%.
For CCOC(=O)C(NC(=O)Nc1cccc(C)n1)(OCC(F)(F)F)C(F)(F)F (configuration not stated) the results were AmpC det inh 0%.
COc1ccc(-c2ccc(-c3noc(C)n3)c(OC)n2)cc1 was read as AmpC det inh -3%.
Screening CCC(=O)N1CCN(c2cc3c(cc2F)c(=O)c(C(=O)O)cn3CC)CC1 returned AmpC det inh 10%.
CC(C)CNC(=O)NC1C(NC(=O)NCC(C)C)N(C)C(=O)N1C (configuration not stated) was read as AmpC det inh -4%.
`CN1CCN(C(=O)CN(c2cccc(Cl)c2)S(=O)(=O)c2ccccc2)CC1` gave AmpC det inh 0%.
COc1ccc(N2C(=O)CC(Sc3ncn[nH]3)C2=O)c(OC)c1 (configuration not stated) was read as AmpC det inh -1%.
For CCc1nccn1S(=O)(=O)c1ccc2ccc(C)cc2c1 the results were AmpC det inh -4%.
C=CCNC(N)=S was read as AmpC det inh 11%.
For COc1ccc(OC)c(-c2cc(C(=O)Nc3cc(C)on3)no2)c1 the results were AmpC det inh -2%.
`CN1C(=O)C2(Nc3ccccc3-c3nc4ccccc4n32)c2ccccc21` (configuration not stated) gave AmpC det inh -3%.
For O=C(CCN1CCN(Cc2ccccc2)CC1)Nc1cccc(Cl)c1 the results were AmpC det inh 2%.
For CCOc1ccc(S(=O)(=O)NCc2ccco2)c2ccccc12 the results were AmpC det inh 2%.
`O=C(NCc1ccco1)C(Cc1ccccc1)N1C(=O)C2C3C=CC(C3)C2C1=O` (configuration not stated) gave AmpC det inh 1%.
For CNC(=O)CN(c1cccc(Br)c1)S(C)(=O)=O the results were AmpC det inh -3%.
Screening O=C(O)c1c2c(nc3ccc(S(=O)(=O)N4CCC(C(=O)N5CCCCC5)CC4)cc13)CCCC2 returned AmpC det inh 13%.
For O=C(CSCC(=O)Nc1nccs1)Nc1ccccc1 the results were AmpC det inh -1%.
Screening O=C(CCc1ccccc1)Nc1c(F)c(F)c(F)c(F)c1F returned AmpC det inh 18%.
Screening C=CCn1c(=O)c2ccccc2n2c(SCC(=O)N3CCCc4ccccc43)nnc12 returned AmpC det inh -5%.
CC(C)CC(=O)Nc1ccccc1N1CCN(C(=O)c2ccccc2)CC1 was read as AmpC det inh -5%.
Screening CC(=O)Nc1ccc2c(c1)C(=O)N(C1CCCCC1)C2=O returned AmpC det inh -3%.
c1ccn2c(SCc3cn4ccsc4n3)nnc2c1 was read as AmpC det inh 1%.
For Cn1c(SCC(=O)NCc2ccc(F)cc2)nc2ccccc21 the results were AmpC det inh 0%.
Screening O=S(=O)(NCc1ccccn1)c1ccc(F)cc1 returned AmpC det inh 1%.
`O=S(=O)(Cl)c1ccccc1` gave AmpC det inh 12%.
For O=C(NCCc1ccccc1)C1CCN(S(=O)(=O)c2ccc(-c3nn[nH]n3)cc2)CC1 the results were AmpC det inh -2%.
`CCC(=O)N1CCc2cc(S(=O)(=O)NCCC(=O)Nc3cc(C)cc(C)c3)ccc21` gave AmpC det inh -6%.
CCCCOc1ccc(/C(O)=C2/C(=O)C(=O)N(CCN(C)C)C2c2ccc(O)c(OC)c2)cc1 (configuration not stated) was read as AmpC det inh 11%.
For CCCCn1c(=NC(=O)c2cccnc2)c(C(=O)OCC)cc2c(=O)n3ccccc3nc21 the results were AmpC det inh -2%.
Screening O=C(NC1(C(F)(F)F)NC(=O)N(C2CCCC2)C1=O)C1CC1 (configuration not stated) returned AmpC det inh -6%.
`Cn1c(CNc2ccccc2)cc(=O)n(C)c1=O` gave AmpC det inh 9%.
`COc1nc(N2CCCC2)nc(-n2cc(-c3ccccc3)nn2)n1` gave AmpC det inh -1%.
CCn1c(=O)c(C(=O)NCCc2ccccc2)c(O)c2ccccc21 was read as AmpC det inh -3%.
Screening CCC(NC(=O)Cn1cnc2c(=O)n(C)c(=O)n(C)c21)c1ccccc1 (configuration not stated) returned AmpC det inh -2%.
CCOC(=O)N1CCc2c(sc3c2C(=O)NC(c2ccc(-c4ccc(Cl)cc4)o2)N3)C1 (configuration not stated) was read as AmpC det inh -1%.
COCCn1c(=O)c(-c2cccs2)nc2cnc(Oc3ccccc3)nc21 was read as AmpC det inh 1%.
`O=c1c2ccccc2nc(SCc2cn3ccsc3n2)n1-c1ccccc1` gave AmpC det inh -1%.
Screening CCCCOC(=O)CSc1nc(N)c(C#N)c(-c2ccc(OCC)cc2)c1C#N returned AmpC det inh 0%.
CCCn1c(=O)c(C(=O)NCc2ccncc2)c(O)c2ccccc21 was read as AmpC det inh -8%.
For c1ccc(OCCOc2ncnc3sccc23)cc1 the results were AmpC det inh 13%.
`COc1ccc(CCNC(=O)C2(C)CCC(=O)N2Cc2ccc3c(c2)OCO3)cc1OC` (configuration not stated) gave AmpC det inh 11%.
Screening COc1ccccc1Cn1nnc2c(=O)[nH]c(C3CCN(C(=O)c4ccc(C)cc4)CC3)nc21 returned AmpC det inh -3%.
`CC(C)C(NS(=O)(=O)c1cccc2nsnc12)C(=O)N1CCc2ccccc2C1` (configuration not stated) gave AmpC det inh -2%.
Cc1[nH]nc2nc(SCC(=O)NCC3CCCO3)n(-c3ccc(Br)cc3)c(=N)c12 (configuration not stated) was read as AmpC det inh -2%.
`COc1ccc2cc3cc(C(=O)NCCN4CCc5ccccc5C4)oc3nc2c1` gave AmpC det inh -7%.
`COc1ccccc1OCc1ccc(C(=O)NC(C)(C)C)o1` gave AmpC det inh -3%.
`CCN1C(=O)/C(=C\N2CCN(c3ccccc3)CC2)SC1=S` gave AmpC det inh -2%.
`O=C1CC(c2ccco2)CC(O)=C1C=NCCO` (configuration not stated) gave AmpC det inh 8%.
Screening COC(=O)N1CCC[C@@]2(CCN(C(=O)Nc3cccc(F)c3)C2)C1 returned AmpC det inh 0%.
Screening O=[N+]([O-])c1cccc(Cl)c1 returned AmpC det inh 5%.
`COc1ccc(CNC(=O)c2cc3c(C)nc4ccccc4c3o2)c(OC)c1` gave AmpC det inh 6%.
`COc1ccccc1NC(=O)N1CCN(c2cc(-c3ccccc3)nc3ncnn23)CC1` gave AmpC det inh 8%.
CNc1ccnc(-c2c(C)noc2C)n1 was read as AmpC det inh 8%.
Screening COc1ccc(NC(=O)N2CCCC3(CCN(C(C)=O)CC3)C2)cc1 returned AmpC det inh 2%.

Copied from above for reference:
For Clc1cc(Cl)c(OCc2nc(-c3ccccn3)no2)cc1Cl the results were AmpC det inh -3%.
S=c1[nH]nc(-c2ccccc2)n1C1C=CCCC1 (configuration not stated) was read as AmpC det inh 9%.

Of the compounds above, eight contain a furan ring, fused or not:
For COCCCN(C(=O)c1ccco1)c1nc(-c2cc(OC)ccc2OC)cs1 the results were AmpC det inh -4%.
For CCOc1ccc(S(=O)(=O)NCc2ccco2)c2ccccc12 the results were AmpC det inh 2%.
`O=C(NCc1ccco1)C(Cc1ccccc1)N1C(=O)C2C3C=CC(C3)C2C1=O` (configuration not stated) gave AmpC det inh 1%.
CCOC(=O)N1CCc2c(sc3c2C(=O)NC(c2ccc(-c4ccc(Cl)cc4)o2)N3)C1 (configuration not stated) was read as AmpC det inh -1%.
`COc1ccc2cc3cc(C(=O)NCCN4CCc5ccccc5C4)oc3nc2c1` gave AmpC det inh -7%.
`COc1ccccc1OCc1ccc(C(=O)NC(C)(C)C)o1` gave AmpC det inh -3%.
`O=C1CC(c2ccco2)CC(O)=C1C=NCCO` (configuration not stated) gave AmpC det inh 8%.
`COc1ccc(CNC(=O)c2cc3c(C)nc4ccccc4c3o2)c(OC)c1` gave AmpC det inh 6%.

(more compounds)
Screening Cc1cc(Nc2nnnn2-c2ccccc2)n(-c2ccc(Cl)cc2)n1 returned AmpC det inh 0%.
Screening Cc1ccc(S(=O)(=O)N2CCN(C(=O)COC(=O)c3cc(C)oc3C)CC2)cc1 returned AmpC det inh 0%.
Screening O=C(CCCn1c(=O)[nH]c2ccsc2c1=O)NCc1cccs1 returned AmpC det inh -3%.
`CCNc1nc(Oc2ccc(C(=O)OCC)cc2)nc(SC)n1` gave AmpC det inh 4%.
COc1ccc(CCNC(=O)Cn2nnc(-c3cccc(OC)c3OC)n2)cc1OC was read as AmpC det inh -6%.
`CC1=C(C(=O)Nc2cc(C)ccn2)C(c2ccc(C)cc2)C2=C(CCCC2=O)N1` (configuration not stated) gave AmpC det inh -2%.
For O=C(Nc1cccc2ccccc12)N1CCOCC1 the results were AmpC det inh 7%.
`CC(=O)N1CCC(O)(c2cccc(C(F)(F)F)c2)CC1` gave AmpC det inh 10%.
Screening CCCNc1nc2c(c(=O)n(C)c(=O)n2C)n1CCC(C)C returned AmpC det inh -6%.
C1CN(c2nc3nonc3n3nnnc23)CCO1 was read as AmpC det inh -3%.
COc1ccc(CNc2cc(-c3ccccc3CN(C)C)ncn2)c(OC)c1 was read as AmpC det inh 8%.
COc1ccc(S(=O)(=O)N2CCN(CC(=O)Nc3ccc(F)c(F)c3)CC2)cc1 was read as AmpC det inh 15%.
Screening Cc1cc(C)c2c(C)nn(C3CCCCC3)c2n1 returned AmpC det inh -2%.
`CC1=C(C)CC2C(=O)N(c3cccc4ccccc34)C(=O)C2C1` (configuration not stated) gave AmpC det inh 13%.
Screening O=C(CSCCc1ccccn1)Nc1ccccn1 returned AmpC det inh 0%.
Screening CCOC(=O)Cc1csc(NC(=O)CSc2nnc(-c3ccncc3)n2Cc2ccco2)n1 returned AmpC det inh -12%.
Screening Cc1ccc(CN2CCNC(=O)C2CC(=O)O)o1 (configuration not stated) returned AmpC det inh 15%.
For Cc1cc(C)cc(N(CC(=O)NCc2ccc3c(c2)OCO3)C(=O)CCC(=O)Nc2ccccn2)c1 the results were AmpC det inh 2%.
Cc1ccc(Nc2nc(Oc3ccc(=O)[nH]n3)nc(N(C)C)n2)cc1 was read as AmpC det inh -5%.
Screening Nc1ccc(N)c(Cl)c1 returned AmpC det inh 10%.
Screening O=C(O)C1C2CCCCC2=C2CCCCC2C1C(=O)O (configuration not stated) returned AmpC det inh 4%.
For CCCCN=C(C)C1=C(O)CSC1=O the results were AmpC det inh -1%.
`COCC(=O)N1CCC2(CC1)CN(C(c1ccccc1)c1ccccc1)C2` gave AmpC det inh 0%.
CCOC(=O)C1C(=O)CC(O)(c2ccccc2)CC1c1ccccc1 (configuration not stated) was read as AmpC det inh -4%.
`COc1ccccc1CN1CCCC2(CCN(C(=O)c3c(C)noc3C)CC2)C1` gave AmpC det inh -2%.
`c1cncc(CNc2c3c(nc4nnnn24)CCCC3)c1` gave AmpC det inh 1%.
For CCOC(=O)c1nnn(-c2nonc2N)c1CSc1ccc(C)cc1 the results were AmpC det inh -5%.
For Cc1nc2ccccc2c(=O)n1/N=C/c1ccccn1 the results were AmpC det inh 0%.
`Cc1noc(NS(=O)(=O)c2cccc3c(N(C)C)cccc23)c1C` gave AmpC det inh 0%.
`COc1ccc(S(=O)(=O)NC2CCCCC2)c(C)c1C` gave AmpC det inh -2%.
`COc1ccc(N2C(C)=CS/C2=C(/C#N)c2nnc(N3CCOCC3)n2-c2ccccc2)cc1` gave AmpC det inh -2%.
For O=C(NCCc1c[nH]c2ccccc12)c1c(Cl)nc2sccn12 the results were AmpC det inh -3%.
`O=C(c1ccco1)N1C(=O)c2cccc3c(S(=O)(=O)N4CCCC4)ccc1c23` gave AmpC det inh 19%.
For O=C(Nc1nc2c(s1)CCc1ccccc1-2)c1cccs1 the results were AmpC det inh 4%.
Cn1c(=O)c2c(nc(Br)n2Cc2ccccc2Cl)n(C)c1=O was read as AmpC det inh -1%.
Screening CCn1c(SCc2c(F)cccc2Cl)nnc1-c1ccco1 returned AmpC det inh 0%.
O=C1C2(c3ccccc3)CN(CCCO)CC1(c1ccccc1)CN(CCCO)C2 was read as AmpC det inh -2%.
Screening CCN(CC(=O)NCc1cccs1)S(=O)(=O)c1cccc(C(C)=O)c1 returned AmpC det inh 26%.
For CN(Cc1ccccc1)Cc1nc2c(c(=O)n(C)c(=O)n2C)n1CCCc1ccccc1 the results were AmpC det inh -2%.
`Cn1c(SCc2nc3ccccc3[nH]2)nnc1-c1ccccn1` gave AmpC det inh -2%.
For Cc1ccccc1OCCn1c(=O)oc2ccccc21 the results were AmpC det inh 1%.
Screening CCOC(=O)C(O)(c1ccc(NC(=O)c2ccco2)c(OC)c1)C(F)(F)F (configuration not stated) returned AmpC det inh 0%.
[O-][Cl+]O was read as AmpC det inh -4%.

Random excerpt: four compounds from above
For CNC(=O)CN(c1cccc(Br)c1)S(C)(=O)=O the results were AmpC det inh -3%.
COc1ccc(N2C(=O)CC(Sc3ncn[nH]3)C2=O)c(OC)c1 (configuration not stated) was read as AmpC det inh -1%.
For CCOc1ccc(S(=O)(=O)NCc2ccco2)c2ccccc12 the results were AmpC det inh 2%.
Screening Cc1cc(C)c2c(C)nn(C3CCCCC3)c2n1 returned AmpC det inh -2%.

Of the compounds above, two contain a cyano group.
Screening CCCCOC(=O)CSc1nc(N)c(C#N)c(-c2ccc(OCC)cc2)c1C#N returned AmpC det inh 0%.
`COc1ccc(N2C(C)=CS/C2=C(/C#N)c2nnc(N3CCOCC3)n2-c2ccccc2)cc1` gave AmpC det inh -2%.

Compound activity: PubChem BioAssay, National Center for Advancing Translational Sciences (NCATS)
